Screening data as filed in PubChem.
PDI turbidity: inhibitors of human PDI, primary screen, biochemical, turbidity, single point, plate reader; Protein disulfide-isomerase (Homo sapiens), P07237; PDI insulin aggregation turbidity, A650, 90 min; inhibition, % at 10 µM; actives 0.052% (n = 350,000); AID 588391, 2011;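 active = mean inhibition across replicates of 30% or more, whatever share of single replicates reach that level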;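 note: absorbance from insulin aggregation driven by PDI reduction with DTT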
Target sequence (P07237 whole entry, looked up): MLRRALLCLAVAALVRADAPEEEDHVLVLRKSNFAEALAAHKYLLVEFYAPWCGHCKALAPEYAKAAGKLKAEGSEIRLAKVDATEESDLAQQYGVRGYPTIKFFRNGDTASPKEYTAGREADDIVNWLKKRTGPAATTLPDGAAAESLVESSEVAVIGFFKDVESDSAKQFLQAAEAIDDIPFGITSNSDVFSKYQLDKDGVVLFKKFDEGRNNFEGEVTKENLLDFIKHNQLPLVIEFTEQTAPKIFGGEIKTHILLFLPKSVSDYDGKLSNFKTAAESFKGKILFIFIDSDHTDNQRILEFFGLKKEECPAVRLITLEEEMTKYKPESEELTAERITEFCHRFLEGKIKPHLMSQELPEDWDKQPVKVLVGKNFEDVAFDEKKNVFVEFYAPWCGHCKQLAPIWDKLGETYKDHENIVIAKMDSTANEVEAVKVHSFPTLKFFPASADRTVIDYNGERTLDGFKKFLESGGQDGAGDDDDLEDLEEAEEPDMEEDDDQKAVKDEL
NR2E3 ag-1: NR2E3 agonists in two-hybrid cells, primary screen, cell-based, luminescence, CHO-S, Gal4-NCOR/VP16-NR2E3. AID 602229, 2012. luciferase. inhibition of corepressor binding, % at 3.98 µM. Photoreceptor-specific nuclear receptor (Homo sapiens), Q9Y5X4. actives 0.35% (n = 360,000);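 active = inhibition above the mean of all tested compounds plus 3 SD, cut at about 70% in these data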;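 note: 0% = DMSO with NR2E3 transfected cells and 100% = cells lacking NR2E3 construct; higher means lower luciferase signal from less NR2E3 corepressor binding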
Target sequence (Q9Y5X4 whole entry, looked up, the tested form may be a part): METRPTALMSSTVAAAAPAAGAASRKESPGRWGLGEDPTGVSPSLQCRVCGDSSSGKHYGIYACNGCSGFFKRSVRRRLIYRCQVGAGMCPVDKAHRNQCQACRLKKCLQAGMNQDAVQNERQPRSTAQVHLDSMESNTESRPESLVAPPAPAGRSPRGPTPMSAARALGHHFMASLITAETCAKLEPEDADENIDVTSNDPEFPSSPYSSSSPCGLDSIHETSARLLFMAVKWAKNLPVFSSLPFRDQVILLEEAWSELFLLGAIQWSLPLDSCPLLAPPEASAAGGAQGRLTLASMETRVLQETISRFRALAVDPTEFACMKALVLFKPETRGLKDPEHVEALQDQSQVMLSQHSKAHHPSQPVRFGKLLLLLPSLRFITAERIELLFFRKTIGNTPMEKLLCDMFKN
Peg3 promoter: Peg3 promoter-driven luciferase inhibitors, primary screen, cell-based, HeLa, luciferase luminescence | HeLa PEG-Prom luciferase reporter, overnight | inhibition, % at 20 µM | actives 1.7% (n = 360,000) | AID 588405, 2011;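 active = inhibition of at least 50% at 20 µM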
iPSC survival up: enhancers of single-cell hiPSC survival, primary screen, ATPlite luminescence; 100% = ROCK inhibitor wells, 0% = DMSO; survival enhancement, % at 20 µM; actives 0.044% (n = 360,000); in the data active = survival enhancement above about 18%;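 note: cells exposed to compounds for 16 hours before the ATP read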
Shn3 3UTR inh: reduction of Shn3 3'UTR firefly luciferase signal, primary screen, Schnurri-3 inhibitor project, cell-based, Clone20 osteoblasts, set 2. inhibition, % at 12.5 µM. Clone20 osteoblast Shn3 3'UTR firefly luciferase, 24 h. actives 0.52% (n = 360,000);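 active = mean inhibition of at least 75% with every replicate also reaching 75%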;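 note: 0% = median of neutral control wells and 100% = pilot-screen positive control compound; some compounds past the cut are filed as inactive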
MITF TRPM1 inh: inhibitors of MITF-dependent TRPM1 promoter reporter, primary screen, cell-based, SK-MEL-5, single point, luciferase. inhibition, % at 12.5 µM. SK-MEL-5 TRPM1 promoter luciferase, 24 h. actives 0.83% (n = 330,000);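 active = mean inhibition across replicates of 60% or more, whatever share of single replicates reaches that level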; note: values of inactives mirror those of a sister screen read the other way
NR2E3 ag-2: inhibitors of NR2E3-RetCOR corepressor binding, primary screen, NR2E3 agonist project, biochemical, TR-FRET, GST-NR2E3, biotin-RetCOR | 1536-well | inhibition of corepressor binding, % at 4.78 µM | Photoreceptor-specific nuclear receptor (Homo sapiens), Q9Y5X4 | AID 2300, 2010 | actives 0.12% (n = 320,000);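 active = percent inhibition above the cutoff of mean plus 3 SD of all tested compounds, set per screening campaign, cut at about 20% in these data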;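 note: 0% = DMSO wells and 100% = biotin wells as full block of FRET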
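Material: NR2E3–RetCOR corepressor complex / Incubation: Compound–protein incubation for 5 h at 4 °C / Dosing: compound at 4.8 µM, single dose / Detection: time-resolved FRET / Benchmarks: high control biotin, low control 0.6% DMSO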
CaV13 FRET inh: Disruptors of the CACNA1D IQ motif to Ca2+-dependent inactivation inhibitor domain association, primary screening, Förster resonance energy transfer in intact living …; HEK cells, CFP/YFP FRET ICDI-IQ, plate reader, 10 min; percent FRET-ratio fall versus neutral wells; inhibition, % at 12.3 µM; actives 0.098% (n = 340,000); AID 743397;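 active = mean replicate inhibition of at least 30% and at least 1% of replicates passing that level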;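 note: 0% = median of the neutral control wells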
HTR2A ag: mouse Htr2a agonists via beta-arrestin recruitment, primary screen, cell-based, luminescence; 5-hydroxytryptamine receptor 2A (Mus musculus), P35363; CHO-K1 mHTR2A beta-arrestin complementation; percent of 30 µM serotonin response; activation, % at 7.6 µM; actives 0.66% (n = 360,000); AID 624169, 2012;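 active = activation above a run cutoff, the mean activation of all tested compounds plus 3 SD, cut at about 14% in these data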;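 note: 0% = plate median of compound wells and 100% = 30 µM serotonin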
HIF-2a block: HIF-2a reporter inhibitors, primary screen, luminescence, 786-0 RCC cells | 786-0 RCC cells HIF-2a reporter, luciferase luminescence, overnight | inhibition, % at 18.8 µM | actives 0.72% (n = 360,000);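 active = inhibition of the luminescence signal of 40% or more relative to plate controls, in a single-dose primary screen at 18.75 µM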
Cardio protect: cardioprotection against H2O2-induced cell death, primary screen, uHTS, H9c2 cells, ATPLite luminescence. H9c2 cardiomyocytes, H2O2 injury protection, 2 h. protection from H2O2 cell death, % at 20 µM. actives 0.63% (n = 360,000). AID 588492, 2011;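 active = compounds giving at least 50% protection of heart cells from peroxide-induced death in the single-dose screen, raw or plate-pattern-corrected value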;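 note: 0% = DMSO wells with peroxide and 100% = DMSO wells without peroxide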
The depositor's hits bear a star; nt = not tested or not shown.

Compound	PDI turbidity	NR2E3 ag-1	Peg3 promoter	iPSC survival up	Shn3 3UTR inh	MITF TRPM1 inh	NR2E3 ag-2	CaV13 FRET inh	HTR2A ag	HIF-2a block	Cardio protect
CC(C)(C)NC(=O)c1cc(-c2ccccc2)n[nH]1	-0.5	-44.4	10.4	0.0	-18.9	13.1	1.8	-17.5	-0.7	-6.7	-19.0
Cc1c(C(=O)N2CCOCC2)c(S(=O)(=O)Nc2ccc(F)cc2)c(C)n1C	2.3	-31.3	-1.3	0.6	-36.3	5.0	0.8	-5.5	-2.7	15.2	-0.3
CC(=O)c1cccc(Nc2nc(-c3cccnc3)cs2)c1	4.8	-68.2	-197.4	-0.5	-41.0	-66.5	nt	-1.7	-1.7	-219.7	34.1
COc1ccc(CN(C)c2ncnc(N)n2)cc1	13.3	3.6	-19.2	-1.3	-8.6	0.7	-1.7	nt	18.7*	-2.2	3.4
CCc1cccc(C)c1NC(=O)COC(=O)c1ccc2c(c1)S(=O)(=O)c1ccccc1C2=O	-15.8	22.2	12.3	-0.7	3.4	1.8	-0.1	-3.0	1.2	8.2	14.3
CC(C)NC(=O)c1onc(CSc2cccc(F)c2)c1C(=O)O	8.3	-2.4	8.7	1.5	55.5	0.2	1.6	-4.4	-8.0	4.1	2.4
COc1ccc(Nc2nccc3c2ncn3C)cc1	-4.6	-102.1	-141.3	-0.7	-72.1	-24.7	0.7	-5.1	-3.9	-93.2	-3.4
COc1ccccc1NC(=S)NC(=O)CC(C)C	6.1	-14.4	2.9	0.4	23.7	-5.9	0.3	-1.1	-1.9	-21.9	-12.7
COc1ccccc1/C=C1/SC(=O)N(CCC(=O)Nc2ccc(S(=O)(=O)Nc3nccs3)cc2)C1=O	-3.8	-15.2	-29.5	0.4	-13.5	0.2	-0.2	-4.9	-6.7	-15.4	-1.1
O=C(c1ccco1)N1CCN(c2nc(C3CC3)nc3sc4c(c23)CCCC4)CC1	-7.7	-4.8	6.8	-0.7	-1.3	20.1	3.2	nt	2.2	-28.7	-1.7
O=C(Cn1cnc2c(nnn2Cc2ccccc2)c1=O)c1ccccc1	nt	21.4	-14.8	4.1	-30.5	nt	5.4	-3.1	2.8	-10.6	2.2
CN1CCC(=C(c2ccccc2)c2ccc(Br)cc2)CC1	2.3	-21.4	16.8	0.7	-1.8	-9.5	-2.5	-4.2	-10.8	4.3	2.6
O=C(CSc1ccc(-c2ccco2)nn1)c1ccc(F)cc1	-6.6	-7.1	-70.4	-1.7	-8.6	-33.6	-1.9	-9.0	-0.2	-103.9	0.9
CCOC(CCNC(=O)c1cn(C)c(=O)c2c1c1ccccc1n2C)OCC	2.9	6.5	-3.3	-0.2	22.8	-9.6	1.2	-16.3	-5.9	16.1	5.3
Cc1cc(/C=C2\NC(=O)N(Cc3ccc(Cl)cc3)C2=O)c(C)n1C	5.1	-1.4	-12.9	1.2	3.2	15.4	-2.1	-3.2	-3.0	0.9	-3.4
CN(C)CCNC(=O)c1cc2c(=O)n(C)c3ccccc3c2n1C	nt	4.3	5.9	0.6	13.0	0.9	3.6	-1.3	-3.8	-2.3	15.8
O=C(NCCN1CCCC1)c1ccc(Cl)cc1	-5.3	7.2	14.7	0.5	26.3	-0.2	4.4	10.9	-7.9	11.2	2.0
COc1ccc(CNC(=O)C[C@@H]2C[C@H]3c4cc(NC(=O)C5CCC5)ccc4O[C@H]3[C@@H](CO)O2)cc1	-4.6	-20.5	3.9	0.9	5.1	nt	nt	-6.8	8.9	16.4	7.5
CC(C)NS(=O)(=O)c1ccc(CCC(=O)NCc2ccccn2)cc1	-1.9	-2.9	2.6	-0.3	-40.3	3.7	-3.4	-4.7	1.9	13.7	0.0
Cc1ccc(C(=O)CSc2n[nH]c(C)n2)cc1	7.4	-20.3	-85.5	-2.1	-28.8	-34.7	0.5	-4.6	0.3	-110.6	0.2

Additional records.
Compound	PDI turbidity	NR2E3 ag-1	Peg3 promoter	iPSC survival up	Shn3 3UTR inh	MITF TRPM1 inh	NR2E3 ag-2	CaV13 FRET inh	HTR2A ag	HIF-2a block	Cardio protect
Cn1c(=O)n(CC(=O)NCC2CCCO2)c(=O)c2c3c(sc21)CCCC3 (stereo not drawn)	6.9	-0.2	-1.2	-0.5	-5.5	7.5	-2.5	-6.9	1.8	2.1	1.8
O=C(N/N=C/c1c(-c2ccccc2)[nH]c2ccccc12)c1cccnc1	-0.1	-18.7	-84.0	-3.1	-49.6	-22.1	0.1	-3.7	-0.2	-169.5	20.1
O=C(NCc1n[nH]c(=S)n1-c1ccc(F)cc1)c1ccc(S(=O)(=O)N2CCOCC2)cc1	-5.0	-13.0	20.1	-3.8	-3.6	-34.9	-1.4	7.1	-6.0	7.5	-3.0
COc1ccc(C(=O)C[n+]2cccc(C)c2)cc1	2.1	-13.0	24.6	0.2	14.1	0.1	1.8	-5.5	3.1	17.9	-0.9
CC(C)CCOP(=O)(c1ccc(N(C)C)cc1)C(O)c1ccc(N(C)C)cc1 (stereo not drawn)	20.6	3.2	19.8	-0.7	21.8	12.3	-1.1	-3.4	0.7	19.0	-1.3
COc1ccc(CN2C(=O)c3oc4ccccc4c(=O)c3C2c2ccc(O)c(OC)c2)cc1 (stereo not drawn)	13.2	-11.8	-52.6	1.8	-11.3	0.9	2.2	-2.0	-1.8	5.4	2.9
CCOC(=O)c1c(CSc2ccsc2)n(C)c2cc(Br)c(O)c(CN(C)C)c12	-13.3	5.1	-5.6	-0.1	21.0	1.3	-5.4	-5.3	-7.7	9.9	-2.3
O=C(NCC(c1cccnc1)N1CCOCC1)c1cccc(Cl)c1 (stereo not drawn)	0.8	-22.0	13.1	-2.7	-6.6	12.0	-1.8	-4.9	7.0	23.1	-2.5
Cc1ccc(S(=O)(=O)NCCC(=O)NCC(c2cccs2)N2CCOCC2)cc1 (stereo not drawn)	3.6	-2.5	-9.6	0.0	-16.2	0.6	1.3	-6.3	1.1	3.1	-2.4
Fc1ccccc1Oc1nc(-c2ccncc2)nc2ccccc12	6.7	-6.4	16.9	-0.4	5.8	-6.2	-0.2	-21.0	-0.7	31.3	1.7
O=C(NNC(=O)c1ccc(-c2ccccc2)cc1)Nc1ccccc1	4.4	0.3	7.2	0.2	9.6	-5.5	0.4	-1.5	-1.8	11.8	2.9
O=C(Nc1cccc(O)c1)c1ccc(NC(=O)C2CCCO2)cc1 (stereo not drawn)	-62.8	-71.3	-150.2	-0.3	-52.2	-59.3	-1.1	-3.5	-3.2	-165.4	-5.8
Nc1ccccc1C(=O)Nc1ccc(Cl)cc1Cl	2.8	-64.7	-234.9	-0.2	-56.6	-80.8	-3.2	-10.6	-2.5	-367.9	-3.7
Cc1nc2ccc(NC(=O)NCc3ccco3)cc2s1	2.4	-1.8	-110.4	-1.9	-23.9	-46.9	3.6	-5.5	-1.6	-123.9	-5.6
Cc1nnc(Oc2ccc([N+](=O)[O-])cc2)c2ccccc12	1.1	-85.0	-81.6	1.9	-10.4	-57.5	nt	-1.5	-4.5	-93.7	-0.2
O=C(NN1CCOCC1)c1cc(-c2ccc(Cl)c(Cl)c2)nc2ccccc12	-0.8	19.9	-1.4	-0.5	13.6	-10.9	2.1	-3.1	8.9	1.0	-5.2
Cc1ccc(S(=O)(=O)N2[C@H](c3ccc(Cl)cc3)CC(=O)[C@@H]3CN(S(=O)(=O)c4ccccc4C)[C@H](c4ccc(Cl)cc4)C[C@@H]32)cc1	nt	33.1	22.8	-0.2	63.5	nt	nt	-1.7	1.4	-11.2	-13.4
Cc1cc(CC(=O)O)n(C)c1C(=O)c1ccc(Cl)cc1	nt	-12.8	4.8	-0.6	-7.4	3.0	0.4	nt	-1.4	5.1	3.6
O=C(NCc1ccco1)C1CCN(S(=O)(=O)c2ccc(-n3cnnn3)cc2)CC1	-2.6	22.1	10.6	-1.9	-7.6	7.5	-1.4	nt	4.7	7.8	-5.1
Cc1cc(C)cc(C(=O)NCC(=O)N2CCC(C(N)=O)CC2)c1	-4.7	-11.3	-8.3	0.3	3.3	14.8	nt	-6.1	1.0	3.1	2.6
CCn1c(=O)n(CCc2ccccc2)c(=O)c2c3c(sc21)CCCC3	-3.1	-20.3	29.0	-0.6	14.4	-3.8	1.5	-8.7	-0.2	-6.3	14.0
CC(C)(C)c1ccc(C(=O)C2CCCN(C(=O)c3ccccn3)C2)cc1 (stereo not drawn)	7.1	31.2	-15.7	-0.3	69.3	9.6	nt	-2.5	10.9	-34.1	-11.3
Cc1cc(C)cc(N(CC(=O)Nc2ccccc2-c2ccccc2)S(=O)(=O)c2ccccc2)c1	9.5	29.3	3.5	-1.9	28.5	-2.0	-0.8	-4.4	4.5	19.8	-6.9

Single records, from the list above:
`Cc1ccc(S(=O)(=O)N2[C@H](c3ccc(Cl)cc3)CC(=O)[C@@H]3CN(S(=O)(=O)c4ccccc4C)[C@H](c4ccc(Cl)cc4)C[C@@H]32)cc1` is listed as PDI turbidity: nt; NR2E3 ag-1: 33.1; Peg3 promoter: 22.8; iPSC survival up: -0.2; Shn3 3UTR inh: 63.5; MITF TRPM1 inh: nt; NR2E3 ag-2: nt; CaV13 FRET inh: -1.7; HTR2A ag: 1.4; HIF-2a block: -11.2; Cardio protect: -13.4
`CC(C)(C)c1ccc(C(=O)C2CCCN(C(=O)c3ccccn3)C2)cc1` (stereo not drawn) is listed as PDI turbidity: 7.1; NR2E3 ag-1: 31.2; Peg3 promoter: -15.7; iPSC survival up: -0.3; Shn3 3UTR inh: 69.3; MITF TRPM1 inh: 9.6; NR2E3 ag-2: nt; CaV13 FRET inh: -2.5; HTR2A ag: 10.9; HIF-2a block: -34.1; Cardio protect: -11.3
